Source: PubChem BioAssay (Columbia University Molecular Screening Center)
Htt clearance: compounds clearing mutant huntingtin protein. inhibition, % at 1.5 µM. 47,000 tested, 0.42% active. HeLa Exon1htt(103Q)mCFP, aggregate imaging; zero = plate's median compound well;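 active = inhibition of aggregate fluorescence above about 70%, also judged a hit by eye on the cell image, limit read from the data, passing the limit was not always enough; inconclusive = no rule stated for this call; inactive = not judged a hit on image review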;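 note: cells exposed to compound for three days before fixation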
Htt clearance grain fraction: further read-out of Htt clearance, marked with its call; fraction fluorescence in grains; measured here: aggregate grain fluorescence fraction; active compounds read low;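 scaled fraction of total cell fluorescence in grains with unit not stated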
Numbers without * were called inactive. Some of the compounds tested (hit frequency here may not be typical).

For CC(C)(Oc1ccc(Cl)cc1)C(=O)NC1CCSC1=O (centres undefined) the results were Htt clearance 31.6 and Htt clearance grain fraction 12.7.
Screening O=C(c1nc2nc(-c3ccccc3)cc(C(F)(F)F)n2n1)N1CCCCC1 returned Htt clearance -27.3 and Htt clearance grain fraction 20.9.
`COc1ccc(Cl)cc1Nc1nc(C)cc(=O)[nH]1` gave Htt clearance -0.5 and Htt clearance grain fraction 21.4.
`Cc1cccc(-n2ncc3c(NCCCO)ncnc32)c1` gave Htt clearance 9.3 and Htt clearance grain fraction 43.9.
For COc1ccc(NC(=O)CSc2nnc(C3CC3)n2N)cc1 the results were Htt clearance 37.5 and Htt clearance grain fraction 21.6.
c1ccc2c(c1)C(=NCC1CCCO1)NC2=NCC1CCCO1 (centres undefined) was read as Htt clearance 10.3 and Htt clearance grain fraction 33.
Screening COC(=O)C1=CN(CCCN2CCCC2=O)C=C(C(=O)OC)C1c1cccs1 returned Htt clearance 16.0 and Htt clearance grain fraction 37.5.
Screening CCOc1ccc(OCC)c(NC(=O)C2CCCN(S(=O)(=O)c3cnc[nH]3)C2)c1 (centres undefined) returned Htt clearance -120.5 and Htt clearance grain fraction 107.
COCCn1nnnc1C(c1ccccn1)N1CCN(c2cc(C)ccc2C)CC1 (centres undefined) was read as Htt clearance -51.3 and Htt clearance grain fraction 30.6.
`O=C1CCC(=O)N1CCOP1(=O)COc2ccccc2OC1` gave Htt clearance 6.9 and Htt clearance grain fraction 34.5.
Screening C=CCN(C(=O)CNC(=O)c1ccco1)C(C(=O)NC1CCCCC1)c1ccccc1 (centres undefined) returned Htt clearance 28.7 and Htt clearance grain fraction 24.6.
`CCN(CC)S(=O)(=O)c1ccc(C2CNC(=O)C2)cc1` (centres undefined) gave Htt clearance 27.1 and Htt clearance grain fraction 23.5.
Screening Cc1cc(C)n(C(=O)c2c([N+](=O)[O-])cnn2C)n1 returned Htt clearance 32.1 and Htt clearance grain fraction 12.7.
CCOC(=O)c1oc2ccc(CNCCO)c(Cl)c2c1C was read as Htt clearance 9.2 and Htt clearance grain fraction 17.4.
Screening CCn1c(SCC(=O)N2CCc3ccccc3C2)nc2c1c(=O)n(C)c(=O)n2C returned Htt clearance 0.2 and Htt clearance grain fraction 36.2.
Cc1nn(CCO)c(C)c1Oc1ccccc1O was read as Htt clearance 27.6 and Htt clearance grain fraction 26.6.
For Cc1cc(C)n(-c2nc3c(c(=O)[nH]c(=O)n3C)n2CCc2ccccc2)n1 the results were Htt clearance -1.5 and Htt clearance grain fraction 37.3.
Cc1ccc(O)c(C2=NCCNC(C(F)(F)C(F)F)=C2)c1 was read as Htt clearance -4.6 and Htt clearance grain fraction 24.7.
Screening CCCCc1ccc(C(=O)NC(C(=O)O)C(C)C)cc1 (centres undefined) returned Htt clearance 3.4 and Htt clearance grain fraction 17.
`COc1ccc2cc(CN(CC3CCCO3)S(=O)(=O)c3ccccc3)c(=O)[nH]c2c1` (centres undefined) gave Htt clearance 44.3 and Htt clearance grain fraction 18.

As a short view, 2 of the compounds above.
For CC(C)(Oc1ccc(Cl)cc1)C(=O)NC1CCSC1=O (centres undefined) the results were Htt clearance 31.6 and Htt clearance grain fraction 12.7.
Screening O=C(c1nc2nc(-c3ccccc3)cc(C(F)(F)F)n2n1)N1CCCCC1 returned Htt clearance -27.3 and Htt clearance grain fraction 20.9.

Pulled one by one from the entries so far, 2 records:
Cc1nn(CCO)c(C)c1Oc1ccccc1O was read as Htt clearance 27.6 and Htt clearance grain fraction 26.6.
Screening CCOc1ccc(OCC)c(NC(=O)C2CCCN(S(=O)(=O)c3cnc[nH]3)C2)c1 (centres undefined) returned Htt clearance -120.5 and Htt clearance grain fraction 107.

(continued)
Cc1ccc(CSc2nc3ccccc3c(=O)n2CCCC(=O)NCc2ccco2)cc1 was read as Htt clearance 6.0 and Htt clearance grain fraction 37.5.
`CCc1ccc(NC(=O)c2cc(C)on2)cc1` gave Htt clearance -23.6 and Htt clearance grain fraction 25.
COc1ccc(O)c(-c2[nH]ncc2C(=O)c2ccccc2)c1 was read as Htt clearance 3.4 and Htt clearance grain fraction 38.9.
For CC1=NOC2(C1)/C(=N/O)CCC/C2=N\O (centres undefined) the results were Htt clearance -17.1 and Htt clearance grain fraction 24.
O=Cc1cn(CC(=O)NCC2CCCO2)c2ccccc12 (centres undefined) was read as Htt clearance 5.4 and Htt clearance grain fraction 17.
Cc1cccc(NC(=O)c2cc(=O)c3ccccc3o2)n1 was read as Htt clearance -52.8 and Htt clearance grain fraction 61.4.
`CC(C)NC(=O)c1ccc2c(c1)N(CC(=O)N1CCOCC1)C(=O)C(C)(C)O2` gave Htt clearance 11.7 and Htt clearance grain fraction 32.
COC(=O)c1cccc(NC(=O)CSc2nnc(COc3ccccc3)n2C)c1 was read as Htt clearance 23.1 and Htt clearance grain fraction 12.6.
`CC(=O)NC(C)c1nc2ccccc2n1Cc1ccccc1F` (centres undefined) gave Htt clearance 76.4* and Htt clearance grain fraction 3.88*.
Nc1ccccc1N1CCOCC1 was read as Htt clearance 40.4 and Htt clearance grain fraction 13.9.
Screening Cc1nn(Cc2ccc(Cl)cc2Cl)c(C)c1NC(=O)c1nc2n(n1)C(C(F)F)CC(C)N2 (centres undefined) returned Htt clearance 10.1 and Htt clearance grain fraction 26.9.
For COc1ccc(CCN(C)CCC(=O)Nc2cc(C)ccc2C)cc1OC the results were Htt clearance -26.1 and Htt clearance grain fraction 27.
`Cc1csc(N2CCc3ccccc32)n1` gave Htt clearance -19.2 and Htt clearance grain fraction 22.
`O=C(Cc1c(C(=O)O)[nH]c2ccc(Cl)cc12)Nc1ccc2c(c1)OCCO2` gave Htt clearance 26.4 and Htt clearance grain fraction 14.8.
For Nc1cc(=O)[nH]c(SCc2cccc(Cl)c2)n1 the results were Htt clearance 32.0 and Htt clearance grain fraction 13.3.
Screening Cc1sc2ncn(CC(=O)NCCCC(=O)N3CCN(c4ncccn4)CC3)c(=O)c2c1C returned Htt clearance 33.9 and Htt clearance grain fraction 23.2.
For CCCNC(=O)C1CCN(c2ccc(S(=O)(=O)N3CCOCC3)cc2Cl)CC1 the results were Htt clearance 33.2 and Htt clearance grain fraction 13.4.
Screening CCCC(CCC)n1[nH]c(=O)c2c(C)cc(C)nc21 returned Htt clearance 7.1 and Htt clearance grain fraction 17.1.
CCS(=O)(=O)N1CCC(C(=O)NCCCN2CCN(c3ccccc3F)CC2)CC1 was read as Htt clearance -12.6 and Htt clearance grain fraction 41.5.
For Cc1ccc(-n2c(Cc3cccn3C)nnc2SCC(=O)Nc2nnc(C)s2)cc1 the results were Htt clearance -12.1 and Htt clearance grain fraction 48.

Arranged by formula weight (rising): 4 of the compounds above
`Cc1csc(N2CCc3ccccc32)n1` gave Htt clearance -19.2 and Htt clearance grain fraction 22.
Cc1nn(CCO)c(C)c1Oc1ccccc1O was read as Htt clearance 27.6 and Htt clearance grain fraction 26.6.
`CCN(CC)S(=O)(=O)c1ccc(C2CNC(=O)C2)cc1` (centres undefined) gave Htt clearance 27.1 and Htt clearance grain fraction 23.5.
Screening CCn1c(SCC(=O)N2CCc3ccccc3C2)nc2c1c(=O)n(C)c(=O)n2C returned Htt clearance 0.2 and Htt clearance grain fraction 36.2.

The list continues.
For O=S(=O)(Nn1cnnc1)c1ccccc1 the results were Htt clearance -44.1 and Htt clearance grain fraction 25.7.
For CCOc1ccccc1N1CC(C(=O)Nc2ccccc2N2CCOCC2)CC1=O (centres undefined) the results were Htt clearance -73.7 and Htt clearance grain fraction 31.4.
`CCCSc1nc2c(cnn2-c2ccc(F)cc2)c(=O)[nH]1` gave Htt clearance inconclusive.
O=C(CSc1n[nH]c(-c2ccco2)n1)Nc1sc2c(c1C(=O)Nc1ccccc1)CCCC2 was read as Htt clearance 38.2 and Htt clearance grain fraction 11.6.
Screening O=C1CC(N2CCN(c3ccccc3Cl)CC2)C(=O)N1c1ccc(F)cc1 (centres undefined) returned Htt clearance -18.1 and Htt clearance grain fraction 39.3.
CCn1c(=O)c2c(nc(SCC(=O)NCC3CCCO3)n2C)n(C)c1=O (centres undefined) was read as Htt clearance 55.3 and Htt clearance grain fraction 9.25.
Screening CCOC(=O)Cn1nc(-c2ccccc2)ccc1=O returned Htt clearance -19.3 and Htt clearance grain fraction 40.
`Cc1ccc(C(=O)CSc2nnc(COc3cccc4cccnc34)o2)cc1` gave Htt clearance 5.9 and Htt clearance grain fraction 33.
For Cc1cc(-c2c(C)[nH]n(-c3ccccc3)c2=O)n(-c2ccccc2)n1 the results were Htt clearance 8.2 and Htt clearance grain fraction 27.9.
Cc1nn(-c2ccc3nnc(Br)n3n2)c(C)c1Br was read as Htt clearance -37.0 and Htt clearance grain fraction 42.7.
CCOC(=O)c1c(N)c(C#N)c2n1CCCC2 was read as Htt clearance 20.7 and Htt clearance grain fraction 31.5.
COc1cccc(NC(=O)CCN2C(=O)c3ccccc3S2(=O)=O)c1 was read as Htt clearance 0.8 and Htt clearance grain fraction 32.
For Cc1ccc(C)c(N2CCN(S(=O)(=O)c3c(C)noc3/C=C/N(C)C)CC2)c1 the results were Htt clearance 19.3 and Htt clearance grain fraction 29.2.
COCC(=O)n1cc(C(=O)OC)c2ccccc21 was read as Htt clearance -44.9 and Htt clearance grain fraction 27.8.
CC1(C)C(=O)NCCN1C(=O)CSc1nccc(-c2ccc(Br)cc2)n1 was read as Htt clearance 18.4 and Htt clearance grain fraction 15.
`CCCCCNC(=O)Cc1cc(=O)[nH]c(=O)[nH]1` gave Htt clearance 63.9 and Htt clearance grain fraction 14.8.
For CC(C)C[C@H](NC(=O)OC(C)(C)C)c1nnc(SCc2cccc(F)c2)o1 the results were Htt clearance -40.1 and Htt clearance grain fraction 28.4.
Screening CC(=O)c1c(C)[nH]c(C(=O)N2CCc3ccccc32)c1C returned Htt clearance 1.8 and Htt clearance grain fraction 37.4.
For C/C(N)=C(/C#N)C(=O)CSc1nnc(Nc2cccc(C)c2C)s1 the results were Htt clearance -65.1 and Htt clearance grain fraction 55.8.
Cc1ccccc1CS(=O)(=O)CCC(=O)NCCN1CCN(c2cccc(Cl)c2)CC1 was read as Htt clearance -14.1 and Htt clearance grain fraction 38.6.
COc1cc(C2C(C#N)=C(N)OC3=C2C(=O)CC(C)(C)C3)ccc1OC(=O)N1CCOCC1 (centres undefined) was read as Htt clearance -9.3 and Htt clearance grain fraction 22.
For CSc1ccccc1NC(=O)c1c(C)noc1C the results were Htt clearance 1.3 and Htt clearance grain fraction 17.3.
Screening COc1cc(C(C)=O)ccc1OC(=O)C(C)N1C(=O)c2ccccc2C1=O (centres undefined) returned Htt clearance 7.1 and Htt clearance grain fraction 35.3.
CC1=CC(C)(C(Cl)Cl)C(C)=CC1=O (centres undefined) was read as Htt clearance -135.2 and Htt clearance grain fraction 45.
Cc1ccc(CNC(=O)CN(C2CCCCC2)S(C)(=O)=O)cc1 was read as Htt clearance 18.6 and Htt clearance grain fraction 15.4.
For Cc1ccc(N(Cc2ccc(C(=O)NC3CCCCC3)cc2)S(C)(=O)=O)cc1C the results were Htt clearance -9.0 and Htt clearance grain fraction 21.3.
For O=C(Cn1c(=O)n(-c2ccccc2)c(=O)c2sccc21)N1CCCC1 the results were Htt clearance 11.9 and Htt clearance grain fraction 16.9.
CC[C@@H](C)[C@H](NC(=O)C1CCN(C(=O)[C@@H](NS(=O)(=O)c2ccc(C)cc2)C(C)C)CC1)C(=O)O was read as Htt clearance 43.0 and Htt clearance grain fraction 11.2.
`c1ccc(-c2csc(Nc3cccnc3)n2)nc1` gave Htt clearance -11.7 and Htt clearance grain fraction 20.4.
Screening COc1cccc(C(=O)Nc2ccc(NC(=O)C(C)(C)C)cn2)c1 returned Htt clearance -15.4 and Htt clearance grain fraction 20.5.
`CCCc1nc2c(nnn2Cc2ccccc2)c(=O)[nH]1` gave Htt clearance 14.2 and Htt clearance grain fraction 16.8.
`COc1cccc(C(=O)Nc2ccccc2N2CCOCC2)c1` gave Htt clearance 6.5 and Htt clearance grain fraction 16.4.
For CCOC(=O)c1[nH]c(C)c(C)c1C the results were Htt clearance -3.6 and Htt clearance grain fraction 36.3.
For CCn1c(O)c(C2=NCCCC2)c2ccccc21 the results were Htt clearance -48.9 and Htt clearance grain fraction 30.1.
N#Cc1ccc(-c2ccc(OCC(O)Cn3nnc4ccccc43)cc2)cc1 (centres undefined) was read as Htt clearance -118.9 and Htt clearance grain fraction 75.8.
Clc1ccccc1-c1nnc2sc(-c3ccncc3)nn12 was read as Htt clearance -10.6 and Htt clearance grain fraction 45.3.
`CCOc1ccc(N2C(=O)c3ccc(C(=O)OCc4c(C)noc4C)cc3C2=O)cc1` gave Htt clearance -27.0 and Htt clearance grain fraction 24.9.
For Cc1ccc(N2CC(C(=O)Nc3nnc(C(C)C)s3)CC2=O)cc1 (centres undefined) the results were Htt clearance -2.2 and Htt clearance grain fraction 29.9.
Screening Cc1ccccc1N1C(N)=NC(N)=NC1(C)C returned Htt clearance 6.4 and Htt clearance grain fraction 16.8.
For COC(=O)C1=C(C)Nc2nnnn2C1c1ccco1 (centres undefined) the results were Htt clearance 16.1 and Htt clearance grain fraction 14.7.
`N#CCn1nnc(-c2ccc3c(c2)OCO3)n1` gave Htt clearance 41.1 and Htt clearance grain fraction 20.
`CCc1nnc(SCC(=O)N2CCCc3ccccc32)nc1CC` gave Htt clearance -44.9 and Htt clearance grain fraction 23.8.
`CCCCN(CC)S(=O)(=O)c1ccc(C(=O)Nc2nnc(-c3ccccc3Cl)o2)cc1` gave Htt clearance 3.3 and Htt clearance grain fraction 16.8.
Cc1c(C(=O)NC(C)CN2CCCCC2)oc2ccccc12 (centres undefined) was read as Htt clearance -48.6 and Htt clearance grain fraction 29.3.
CCCCOCCCNC(=O)N[C@H](C(=O)OC)C(C)C was read as Htt clearance -2.5 and Htt clearance grain fraction 34.9.
Screening COc1ccc(-c2nnc(SCC(=O)c3[nH]c(C)c(C(C)=O)c3C)o2)cc1 returned Htt clearance -58.1 and Htt clearance grain fraction 32.9.
Cc1ccn2c(NC(=O)c3ccco3)c(-c3ccccc3)nc2c1 was read as Htt clearance inconclusive.
